F508del corr: F508del CFTR correction, initial screen, CFBE line, single point; CFBE cells, YFP halide quenching; stimulated with forskolin plus potentiator P3; % fluorescence drop versus neutral controls; AID 720511, 2013; actives 0.36% (n = 350,000); activity (quench increase), % at 7.58 µM;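 active = mean added fluorescence quench of at least 8% versus neutral control, with both replicates also reaching 8%; inconclusive = only one of the mean or replicate conditions met; inactive = mean below 8% and not both replicates reaching 8%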;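 also: cells transiently co-express mutant CFTR-F508del with the halide-sensitive YFP; corrector assay measuring rescue of mutant channel to the surface after 24 h compound exposure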
DENV2 CPE rescue: inhibitors of DENV2 cytopathic effect, primary screen, cell-based, plate reader, single concentration. DENV2-infected cells, cytopathic effect rescue. CPE inhibition, % at 9.99 µM. actives 1.7% (n = 350,000). AID 651640, 2012; in the data active = CPE inhibition above about 20%, passing the limit was not always enough; inconclusive = no clear call, values can overlap the other calls; tested in BHK-21 cells;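 also: 0% = median of neutral control wells and 100% = median of positive control wells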
FN deposit inh: inhibitors of fibronectin matrix deposition, primary screen, AH1F cells, Alexa488-fibronectin fluorescence, plate reader; AH1F fibroblasts, overnight; inhibition, % at 12.6 µM; actives 0.086% (n = 350,000);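 active = mean inhibition across replicates of 30% or more, regardless of how many single replicates reach that level; inconclusive = mean under 30% yet at least half of replicates reach 30%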;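 also: positive control wells lacked labelled fibronectin entirely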
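Material: AH1F fibroblasts assembling fluorescent fibronectin matrix; amount: 10000 AH1F cells/well; medium: DMEM, 2% serum; reagent: Alexa488-fibronectin, 24 nM final in well; dosing: single compound dose, delivered by pin transfer; incubation: 1 h adhesion, overnight exposure; detection: fluorescence after three HBSS washes, excitation 485 nm, emission 525 nm; measure: fibronectin deposition inhibition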
EWS-Fli block: EWS/Fli-driven NR0B1 reporter inhibitors, primary screen, A673 cells, NR0B1 luciferase, luminescence, MLPCN library. actives 0.67% (n = 350,000). viability-normalised. inhibition, % at 12.6 µM;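 active = mean inhibition of at least 50% after viability correction, with every replicate also passing that limit; inconclusive = mean reaches 50% but only one of two replicates passes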;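 also: firefly luciferase signal divided by Alamar Blue viability fluorescence both relative to DMSO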
miR122 inh: miR-122 Renilla sensor signal increase in Huh7, primary screen, miR-122 inhibitor project, cell-based, single point, plate reader; Huh7 miR-122 Renilla luciferase sensor, 48 h; neutral wells = 0, positive control = 100; activation (reporter increase), % at 12.5 µM; actives 0.3% (n = 340,000);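 active = mean replicate activation score at least 90 and every replicate individually at or above 90; inconclusive = only one of the two criteria met; inactive = neither criterion met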;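 also: higher luciferase means less miR-122 activity so hits act as miR-122 inhibitors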
INS-1E GSIS act: GLuc luminescence reporter in INS-1E cells, primary screen for activators of glucose-dependent secretion of insulin. INS-1E GLuc reporter insulin secretion, 2-3 h. activation, % at 16.6 µM. actives 0.61% (n = 370,000);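 active = lowest replicate activation of at least 40%, so every replicate reaches that level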;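 also: 0% = median of neutral control wells and 100% = median of IBMX positive control wells; some compounds called inactive have numbers as strong as hits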
PAX8 inh HTS: inhibitors of PAX8-driven TPO luciferase reporter, primary screen, RMG-I cells, single concentration; SteadyGlo, 24 h; inhibition, % at 12.6 µM; actives 1.2% (n = 360,000); AID 652154, 2013;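 active = mean replicate inhibition at least 60% with every replicate also reaching 60%; inconclusive = only one of the two criteria is met; inactive = mean below 60% and not all replicates reaching 60%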;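 also: luciferase light reporting Pax8 driven TPO promoter activity; plate controls were median of neutral control wells for no effect and mitoxantrone controls for full effect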
Starred values were filed as active, the others as inactive; ? = inconclusive; nt = no result given; & = joins results of further samples; [ ] = dose if it differs, or a comment.

Value order – F508del corr	DENV2 CPE rescue	FN deposit inh	EWS-Fli block	miR122 inh	INS-1E GSIS act	PAX8 inh HTS
> C=C1c2c(Cl)ccc(O)c2C(O)=C2C(=O)[C@]3(O)C(O)=C(C(N)=O)C(=O)[C@@H](N(C)C)[C@@H]3[C@@H](O)C12 (stereo not given in full)
→ -4.1	1	-6	-6	-3	9	40
> CCOc1ccc(C(=O)NCC(=O)OCc2c(C)noc2C)cc1
→ -3.5	1	-6	-8	-3	-1	73*
> CC(C)N(C(=O)COC(=O)c1cncc(Br)c1)C(C)C
→ -1.0	4	-1	-2	-1	4	11
> NS(=O)(=O)c1cccc(NC(=O)CSc2nnc(C3CC3)n2C2CC2)c1
→ -2.5	-9	1	-3	nt	29	-3
> CCOC(=O)c1nc(NCCc2ccccc2)sc1C
→ 1.8	6	13	-52	nt	-4	-100
> O=C(c1cc(-c2ccccc2)nc2ccccc12)N1CCCC1
→ 3.1	-3	-1	-5	-4	44*	-1
> CN1C(=O)c2cc(NC(=O)Nc3ccccc3)ccc2OC[C@@H]2O[C@@H](CC(=O)O)CC[C@@H]21
→ nt	57*	-15	-6	nt	1	-16
> CCOc1ccc(N=C2NC(=O)SC2CC(=O)OC)cc1 (stereo not given)
→ -1.4	-6	-1	7	nt	-8	16
> O=[N+]([O-])c1ccc(-c2csc(N3CCc4ccccc4C3)n2)cc1
→ nt	nt	nt	nt	1	-1	-44
> Cc1ccc(Cl)c(OC(=O)c2nn(C(C)C)c(=O)c3ccccc23)c1
→ -0.8	-4	-3	1	nt	-8	8
> Cc1ccc2nc(/C(C#N)=C\c3cc(C)n(-c4cccc([N+](=O)[O-])c4)c3C)[nH]c2c1
→ nt	nt	5	nt	-4	-49	nt
> N/C(=N\OC(=O)c1cccc2ccccc12)c1cccnc1
→ 2.1	-2	-1	-57	6	4	-73
> COC(=O)c1nn(-c2cccc(C)c2)c2nnc(Cc3ccc(C)cc3)c(=O)n12
→ nt	nt	2	nt	nt	10	3
> Cc1cc(C)n(CC(=O)N/N=C/c2ccc(C)o2)n1
→ nt	nt	-12	nt	1	nt	-3
> O=C(NCc1cccs1)c1csc([C@@H]2O[C@H](CO)[C@H](O)[C@H](O)[C@H]2O)n1
→ -0.4	-25	5	-8	-3	12	-11
> O=C(O)C1CCCN1c1ncccn1 (stereo not given)
→ nt	nt	-2	nt	-14	nt	13
> COc1cc2ccnc(Cc3cccc(OC)c3OC)c2cc1OC
→ 3.6	0	12	7	nt	40	5
> CCCCSc1ncnc2c1ncn2C1CCCCO1 (stereo not given)
→ 3.5	-8	-3	-17	nt	nt	nt
> Cc1noc(C)c1NC(=O)Nc1cccc2c1O[C@@H](CN(C)S(=O)(=O)c1ccc(F)cc1)[C@@H](C)CN([C@H](C)CO)C2=O
→ -2.1	-4	nt	3	-12[16.7 µM]	2	nt
> COC(=O)/C=C/c1ccsc1NC(C)=O
→ 4.0	0	nt	12	nt	7	-4
> CCCNC(=O)N1CC(=O)N2[C@H](CO)[C@H](c3ccc(C#Cc4cccc(OC)c4)cc3)[C@@H]2C1
→ 5.0	-1	-7	8	nt	-5	-15
> CN(CCc1ccccn1)C(=S)NC(=O)c1ccco1
→ nt	nt	-14	nt	nt	10	2
> COc1ccc(C(=O)Nc2ccc(NC(=O)c3cccc(OC)c3)cn2)cc1
→ -0.7	2	-5	4	-9	-7	-69
> O=C1CNC(=O)/C1=C/c1ccccc1
→ 1.0	3	4	-7	3	-7	4
> Cc1ccc(/C=N/NC(=O)Cn2cnc3c2c(=O)n(C)c(=O)n3C)s1
→ nt	5	nt	-13	nt	14	20
> CC(C)NC(=O)N(C)C[C@H]1Oc2ccc(NS(=O)(=O)c3ccccc3)cc2CC(=O)N([C@@H](C)CO)C[C@H]1C
→ -0.2	15	nt	-2	0[16.7 µM]	-12	-2
> CCC(=O)Nc1cc(OC)c(NC(=S)Nc2ccccc2CC)cc1OC
→ -1.3	-3	-14	-6	26	-13	1
> O=C(Nc1ccc(Br)c2ccccc12)c1ccc2ccccc2c1O
→ 2.1	-3	-1	-3	-5	-30	-12
> CC(=O)CC(c1ccccc1)c1c(O)c2ccccc2oc1=O (stereo not given)
→ -0.7&-0.2&-0.9	-3&-6&-6	-6&-1&0	-3&-6&8	-2&1&0	15	-20&-1&-10
> C[C@@H]1CN([C@H](C)CO)C(=O)c2cccc(NS(C)(=O)=O)c2O[C@H]1CN(C)S(=O)(=O)c1ccc(Cl)cc1
→ -1.3	3	nt	-4	4[16.7 µM]	14	nt

Other entries:
Value order – F508del corr	DENV2 CPE rescue	FN deposit inh	EWS-Fli block	miR122 inh	INS-1E GSIS act	PAX8 inh HTS
> CCN(CC(=O)Nc1ccc(OC)cc1)C(=O)c1cc2c(s1)CCCCC2
→ -3.7	-10	1	3	0	-18	2
> COc1cccc2c1C(CO)N1C(C#N)C3CC(C(=O)O)C(C1C2)N3C (stereo not given)
→ -9.3	-11	nt	24	-20	7	nt
> CC(C)N(C(=O)CSc1nnc(NC(=O)Cc2cccs2)s1)C(C)C
→ 1.6	4	2	9	nt	1	3
> CC1(C(=O)NS(=O)(=O)C2CC2)CCN(C(=O)c2ccc(F)cc2Cl)C1 (stereo not given)
→ -0.2	-2	-7	0	1	11	5
> COc1cccc(/C=C2\SC(=S)N(CCC(=O)Nc3ccc(O)cc3)C2=O)c1
→ -0.8	-3	-11	-24	-4	nt	-22
> CC(=O)N1[C@H](CO)[C@H](c2ccc(-c3ccccc3)cc2)[C@@H]1CNC(=O)C1CC1
→ -1.8	-4	-15	-1	14[16.7 µM]	-8	0
> COc1cccc(CNC(=O)CSc2nnc3c(n2)[nH]c2ccc(F)cc23)c1
→ -2.4	-6	-2	12	nt	-6	-9
> CCCCNC(=O)OCCSCCS(=O)(=O)c1ccc(Cl)cc1
→ -3.2	6	-1	3	nt	14	20
> CCN(CC(=O)Nc1ccc(NC(C)=O)cc1)C(=O)c1cccc(S(=O)(=O)N2c3ccccc3CC2C)c1 (stereo not given)
→ -1.4	1	1	-7	nt	-15	-3
> Cc1ccc(-c2noc(CCCC(=O)NC3CCCC3)n2)cc1
→ -3.4	-1	-1	22	nt	-30	0
> CCCCCCc1cc2cc(S(=O)(=O)c3ccc(F)c(Cl)c3)c(=O)oc2cc1O
→ nt	nt	4	nt	3	6	13
> COc1ccccc1N1CCN(C(=O)c2cc3c(s2)CCCCC3)CC1
→ -0.4	2	nt	11	nt	-6	21
> CC(=O)Nc1ccc(NC(=S)NC(=O)/C=C/c2ccccc2)cc1
→ nt	-1	2	5	-13	5	4
> Nc1ccc(-c2nnc(-c3ccccc3)o2)cc1
→ -0.6	5	4	-46	-8	15	-65
> C[C@H]1CCCCO[C@H](CN(C)C(=O)C2CCCCC2)[C@@H](C)CN([C@@H](C)CO)C(=O)c2cc(N(C)C)ccc2O1
→ 1.9	nt	nt	-8	-3[16.7 µM]	-12	20
> CCN(CC(=O)NCc1cccs1)C(=O)c1ccc(OC)c(OC)c1
→ -1.9	18	2	0	1	49	10
> CN(C)C(=O)c1ccc(NC(=O)COC(=O)c2cc(S(=O)(=O)N(C)C)ccc2N2CCCC2)cc1
→ 1.4	-6	-7	-1	-1	6	-7
> CCNC(=O)Nc1ccc2c(c1)C(=O)N(C)[C@@H]1CC[C@@H](CC(=O)NCc3ccccc3F)O[C@@H]1CO2
→ -1.8	-6	-14	-1	0[16.7 µM]	-3	-11
> O=C(/C=C/c1ccccc1O)c1ccc(Cl)cc1
→ -1.8	-3	0	15	nt	-2	-51
> COc1ccc(CCNS(=O)(=O)c2ccc3c(c2)CCCC3)cc1OC
→ 2.4	?	-4	2	8	6	-10
> Cc1cccc(OP(=O)(Nc2c(C)n(C)n(-c3ccccc3)c2=O)Oc2cccc(C)c2)c1
→ nt	-4	nt	0	nt	-6	23
> C[C@H](CO)N1C[C@H](C)[C@H](CN(C)C(=O)Nc2cccc3ccccc23)Oc2ncc(C#CCC3CCCC3)cc2C1=O
→ 1.0	18	nt	8	0[16.7 µM]	3	nt
> O=C1c2ccccc2C2(c3cc(C(F)(F)F)cc(C(F)(F)F)c3)NCCN12 (stereo not given)
→ 2.0	-8	5	8	1	-14	2
> CO[C@@H]1CN(C)C(=O)c2ccc(NC(=O)C3CC3)cc2OC[C@H](C)N(C(=O)Cc2ccccn2)C[C@@H]1C
→ 0.8	?	4	1	nt	-2	-6
> O=C(/C=C/c1ccccc1Cl)OCC(=O)N1CCCC1
→ -2.3	2	6	10	-1	20	8
> COCC#Cc1ccc2c(c1)O[C@H](CN(C)C(=O)c1ccccc1F)[C@H](C)CN([C@H](C)CO)S2(=O)=O
→ -0.6	5	-30	-3	-2[16.7 µM]	-9	12
> CC(C)NC(=O)N[C@H]1CC[C@H](CC(=O)NCCCN(C)C)O[C@@H]1CO
→ -1.5	nt	-13	-2	8[16.7 µM]	4	2
> COCC(=O)Nc1ccc2c(c1)C(=O)N(C)[C@H]1CC[C@H](CC(=O)Nc3ccc(F)cc3)O[C@@H]1CO2
→ 0.2	5	-12	1	-10[16.7 µM]	9	-13
> CC(=O)c1ccc(NC(=O)c2ccc3nc(C)sc3c2)cc1
→ -10	-3	-4	-92	-4	-2	-49
> O=C(CSc1nc2ccccc2s1)N1CCCCC1
→ -2.6	4	nt	-79	-5	26	nt

No new results follow: six of the compounds above.
Value order – F508del corr	DENV2 CPE rescue	FN deposit inh	EWS-Fli block	miR122 inh	INS-1E GSIS act	PAX8 inh HTS
> O=C(/C=C/c1ccccc1Cl)OCC(=O)N1CCCC1
→ -2.3	2	6	10	-1	20	8
> COCC#Cc1ccc2c(c1)O[C@H](CN(C)C(=O)c1ccccc1F)[C@H](C)CN([C@H](C)CO)S2(=O)=O
→ -0.6	5	-30	-3	-2[16.7 µM]	-9	12
> CC(C)NC(=O)N[C@H]1CC[C@H](CC(=O)NCCCN(C)C)O[C@@H]1CO
→ -1.5	nt	-13	-2	8[16.7 µM]	4	2
> COCC(=O)Nc1ccc2c(c1)C(=O)N(C)[C@H]1CC[C@H](CC(=O)Nc3ccc(F)cc3)O[C@@H]1CO2
→ 0.2	5	-12	1	-10[16.7 µM]	9	-13
> CC(=O)c1ccc(NC(=O)c2ccc3nc(C)sc3c2)cc1
→ -10	-3	-4	-92	-4	-2	-49
> O=C(CSc1nc2ccccc2s1)N1CCCCC1
→ -2.6	4	nt	-79	-5	26	nt

The list continues:
Value order – F508del corr	DENV2 CPE rescue	FN deposit inh	EWS-Fli block	miR122 inh	INS-1E GSIS act	PAX8 inh HTS
> COc1ccc(-c2cc(C(=O)NC3CC3)c3ccccc3n2)cc1
→ -1.1	4	10	nt	0	6	-31
> CCc1sc(C(=O)NCCCn2ccnc2)cc1Br
→ 1.7	?	-2	12	2	-2	5
> C[C@@H]1CN([C@H](C)CO)C(=O)c2cc(NS(=O)(=O)c3ccccc3)ccc2O[C@@H]1CN(C)Cc1ccc(-c2ccccc2)cc1
→ -1.5	6	nt	-3	29[16.7 µM]	-7	0
> CCCC(=O)NC(Nc1ccccc1OC)C(Cl)(Cl)Cl (stereo not given)
→ nt	-7	nt	nt	0	-2	nt
> CCC(=O)Nc1ccc2c(c1)C(=O)N(C)C[C@H](OC)[C@@H](C)CN(CCC(F)(F)F)[C@@H](C)CO2
→ -1.8	4	-7	nt	nt	3	1
> O=c1c(C/C=C/c2ccccc2)c(O)ccn1Cc1ccc(Cl)cc1Cl
→ -1.7	3	0	4	nt	-4	-13
> S=C(NCc1ccco1)NCc1ccccc1Cl
→ 0.3	-2	-4	nt	nt	25	nt
